Source: PubChem BioAssay
S3 lipid droplet – qHTS Assay for Lipid Storage Modulators in Drosophila S3 Cells; Drosophila S3 cells, BODIPY lipid droplet fluorescence, 18-24 h; cells fed with added oleic acid; lipid storage change, negative = inhibition, % at the top dose, mostly 46.1 µM; hits show Potency in µM; 320,000 compounds, 0.64% hits; active = well fitted inhibition curve with a large enough effect in the signal ratio, with a control signal flat, not every such curve was filed as active; inconclusive = small, poorly fitted or top-dose-only effect, or effect the other way, or a change in a side signal; the % refers to the signal ratio
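Laser-scanning cytometry quantifies lipid droplet accumulation (500–530 nm total intensity; droplet/cell object ratio) in oleic acid-fed (400 uM added) Drosophila S3 cells treated with a concentration series. 20 uM Triacsin C defined 100% inhibition.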
S3 lipid droplet cell count max – recorded beside S3 lipid droplet, whose call it bears; cell number change, %; measured here: cell count max response;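 cells counted by Cell Tracker Red CMTPX staining in the red channel; peak over a dose series mostly up to 46.1 µM; percent activity relative to internal control wells on each plate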
* = called active by the depositor; i = inactive; ? = inconclusive; · = not tested or not shown; [ ] = remark or other dose. % is set by controls: 0 for no effect and ±100 for the full control effect; potency is the fitted concentration of half-maximal effect. These rows are one share of the data; the hit share may differ from the screen's.

SMILES	S3 lipid droplet	S3 lipid droplet cell count max
c1cc2c3c(cccc3c1)NC1(CCC3(CC1)Nc1cccc4cccc(c14)N3)N2	?	·
O=C(c1ccc(CN2CCc3ccccc3C2)cc1)N1CCCCC1	20%	7
N/C(=N\OC(=O)c1ccccc1)c1cccnc1	2%	·
O=C(COC(=O)CNC(=O)c1ccccc1F)Nc1ncc(Cl)cc1Cl	?	·
CC(=O)N=C1C=CC(=CN(O)C(C)(C)Cc2ccccc2)C=C1	?	·
O=C(NCc1cccs1)c1cc2ccccc2o1	?	·
CCOC(=O)[C@@H]1[C@H]2COc3cc(OC)ccc3[C@@H]2N2C(=O)N(c3ccc(Cl)cc3)C(=O)[C@@]12C	i	-8
Cc1nc2nc(C)c(NS(=O)(=O)c3ccc(CC(C)C)cc3)c(=O)n2[nH]1	i	·
COc1ccc(CNCCCSc2ncccn2)c(OC)c1	-9%	-8
CC(C)Oc1ccc(C(=O)N2CCN(C(=O)c3ccco3)CC2)cc1	i	20
COC(=O)C1CCN(C(=O)/C=C/c2ccc(OC)cc2)CC1	i	·
CN(Cc1cc([N+](=O)[O-])ccc1Cl)C(=O)C[n+]1ccccc1	?	·
COc1cccc(NC(=O)CNS(=O)(=O)c2ccc3nc(C)sc3c2)c1	22%	1
Cc1ccc(-c2nc(Cl)nc3ccccc23)cc1	1%	8
CC(c1ccccc1)N1CCc2[nH]c(=S)[nH]c(=O)c2C1 (stereo unspecified)	4%	·
c1ccc2oc(-c3ccc(Nc4nc(N5CCCCC5)nc(N5CCOCC5)n4)cc3)nc2c1	?	·
Cc1noc(/C=C/N(C)C)c1S(=O)(=O)N(C)CC(=O)NC1CCCCC1	i	·
O=S(=O)(c1cccs1)N1CCN(CCOc2ccccc2)CC1	?	·
CCOC(=O)COc1nc(Nc2ccccc2C)nc(N(C)C)n1	18%	1
COc1ccc(NS(=O)(=O)c2ccc(NS(=O)(=O)c3ccc(C)cc3)cc2)nn1	10%	12
COc1ccc(C(=O)C[n+]2ccc3c(c2)nc(-c2cc(OC)c(OC)cc2OC)n3C)cc1	?	·
CCCCc1ccc(NC(=O)N[C@@H](CC(C)C)C(=O)O)cc1	8%	-10
CCN(CC)S(=O)(=O)c1cccc(NC(=O)c2cc(=O)[nH]c3ccccc23)c1	1%	0
CC1=CC(C)(C)Nc2ccc(OC(=O)CN3C(=O)C4CCCCC4C3=O)cc21 (stereo unspecified)	?	·
O=C(N/C(=C/c1cccs1)C(=O)N1CCOCC1)c1cccs1	?	·

4 of the compounds above, with the structure last:
S3 lipid droplet	S3 lipid droplet cell count max	compound
?	·	c1cc2c3c(cccc3c1)NC1(CCC3(CC1)Nc1cccc4cccc(c14)N3)N2
10%	12	COc1ccc(NS(=O)(=O)c2ccc(NS(=O)(=O)c3ccc(C)cc3)cc2)nn1
?	·	COc1ccc(C(=O)C[n+]2ccc3c(c2)nc(-c2cc(OC)c(OC)cc2OC)n3C)cc1
2%	·	N/C(=N\OC(=O)c1ccccc1)c1cccnc1

(cont.)
SMILES	S3 lipid droplet	S3 lipid droplet cell count max
CC1=CC(C)(C)N(C(=O)C(C)N2C(=O)c3ccccc3C2=O)c2ccc(C)cc21 (stereo unspecified)	?	·
CCn1c(SCC(=O)Nc2ccc(F)cc2F)nc2c(c1=O)SCC2	?	·
CN(C(=O)COc1ccc(Cl)cc1)c1nnc(C23CC4CC(CC(C4)C2)C3)s1	-3%	-5
COCCn1c(SCC(=O)c2ccccc2)nc2c(c1=O)SCC2	3%	-15
O=C(N/N=C/c1ccc([N+](=O)[O-])s1)c1ccccc1Br	?	·
CCCN1CCc2c(sc(NC(=O)c3ccc(S(=O)(=O)N4CCN(C(=O)OCC)CC4)cc3)c2C(N)=O)C1	-20%	-8
Cc1ccccc1N(CC(=O)N/N=C/c1cc(C)n(-c2ccccc2C)c1C)S(C)(=O)=O	?	·
COc1ccc(/C=C/C(=O)OCC(=O)Nc2ccc(N3CCOCC3)cc2)cc1OC	6%	-13
Cc1ccc(S(=O)(=O)N2CC3(C)CN(S(=O)(=O)c4ccc(C)cc4)CC(C)(C2)C3O)cc1 (stereo unspecified)	?	·
CCC(=O)N/N=C(\C)CC(=O)Nc1ccc2ccccc2c1	-5%	11
NC(=O)C1CCCN(CC(=O)Nc2ccccc2C(=O)NC2CC2)C1 (stereo unspecified)	-9%	0
Cc1cc(NC(=O)C(C)Oc2ccccc2)no1 (stereo unspecified)	i	-14
COc1ccc(/C(C)=N/NS(=O)(=O)c2ccccc2)c(OC)c1	?	·
O=C(NNC(=O)c1ccc2c(c1)OCO2)NC12CC3CC(CC(C3)C1)C2	21%	5
CN1CCC(=O)N([C@H](CC#N)c2ccccc2)CC1	?	·
Cc1ccc(-c2nn3c(C)nnc3s2)cc1NC(=O)CSc1ccc(Cl)cc1	10%	4
CSc1ccc(C(c2c(C(=O)O)[nH]c3ccccc23)c2c(C(=O)O)[nH]c3ccccc23)cc1	?	·
Cc1nc2cc(-c3ccsc3-n3c(C)ccc3C)[nH]n2c(=O)c1Cl	?	·
CC(C)OC(=O)c1ccc(COC(=O)c2cccc(-c3nnc(-c4ccccc4)o3)c2)cc1	2%	-15
O=C(NCc1ccccc1)C(c1ccncc1)N(C(=O)c1csnn1)c1ccccc1F (stereo unspecified)	i	16
COc1ccc(N2CCN(C(=O)c3oc4ccccc4c3NC(=O)CCc3cc(OC)no3)CC2)cc1	?	·
CCOC(=O)Cc1csc(NC(=O)CSc2nc(C)cc(=O)[nH]2)n1	-19%	-5
CCCc1nn(C)c2c(=O)[nH]c(-c3ccccc3OCC)nc12	?	·
CCN(CC(=O)Nc1cccc(S(N)(=O)=O)c1)Cc1nc2ccccc2c(=O)[nH]1	4%	9
CCOc1ccccc1NC(=O)Cc1ccccc1OC	i	-18
SMILES	S3 lipid droplet	S3 lipid droplet cell count max
CC(=O)c1c(C)[nH]c(C(=O)Nc2cccc(C)c2C)c1C	?	·
Cc1cccc(N2CCC(N=CN(C)C)=N2)c1	?	·
Cc1ccc(C(=O)COC(=O)c2cc(=O)[nH]c3ccccc23)cc1	?	·
Cn1c(SCC(=O)O)nc2ccccc2c1=O	?	·
COc1cc(OC)cc(C(=O)NCCN2C(=O)S/C(=C\c3cccs3)C2=O)c1	0%	10
COc1cc([N+](=O)[O-])ccc1NC(=O)COC(=O)CCOc1ccc(C)cc1	15%	2
CC(C)(C)c1ccc(N2C(=O)Cc3c2nc(N)c(C#N)c3N)cc1	?	·
CCN(CC)S(=O)(=O)c1cccc(-c2nnc(SCc3nnc(-c4ccccc4)o3)n2C)c1	?	·
COc1ccc(CCNC(=O)COC(=O)Cc2cccc(F)c2)cc1	14%	1
CC(=O)Oc1cc2c(C(C)=O)coc2c2ccccc12	?	·
CC(C)(O)C(=O)NN(C(=O)c1ccccc1)c1cccc(Br)c1	?	·
COc1cc(OC)c(NS(=O)(=O)c2c(C)[nH]c(=O)[nH]c2=O)cc1Cl	?	·
O=C(CN1CCN(Cc2ccccc2)CC1)Nc1ccc(-n2cnnn2)cc1	i	-15
CC(=O)N1CCN(c2ccccc2NC(=O)Cc2ccc(Cl)cc2)CC1	1%	8
COc1ccc(C(=O)Nc2ccc(N3CCN(c4ccc(OC)cc4)CC3)c(C#N)c2)cc1	i	1
CSCCC(NC(=O)c1ccco1)C(=O)NCC(c1ccco1)N1CCCCC1 (stereo unspecified)	-2%	-10
O=C(NCc1ccccn1)c1cccs1	?	·
O=C(COc1ccccc1Cl)NCCNC(=O)c1ccncc1	2%	-1
Cc1cc(C)n(/N=C/c2cccc([N+](=O)[O-])c2)c(=O)c1	i	-9
CCN(Cc1ccccc1)c1ccc(/C=N/N2CCOCC2)cc1	1%	17
COc1cc(NC(=O)C2CCCC2)c(OC)cc1Cl	?	·
CC1CC(C)CN(CCCNC(=O)c2c(O)nc3ccccn3c2=O)C1 (stereo unspecified)	?	·
COc1ccccc1CNc1ccc2nnc(CCNC(=O)c3ccccc3)n2n1	0%	13
Cc1cc(NC(=O)CSc2nc3ccccc3c(=O)n2CCCC(=O)NCc2ccco2)n[nH]1	i	-1
O=C(O)c1cccc(-c2ccc(/C=N/NC(=O)c3cccnc3)o2)c1	-6%	-4

Already shown: an excerpt of the list.
SMILES	S3 lipid droplet	S3 lipid droplet cell count max
COc1ccccc1CNc1ccc2nnc(CCNC(=O)c3ccccc3)n2n1	0%	13
Cc1cc(NC(=O)CSc2nc3ccccc3c(=O)n2CCCC(=O)NCc2ccco2)n[nH]1	i	-1
O=C(O)c1cccc(-c2ccc(/C=N/NC(=O)c3cccnc3)o2)c1	-6%	-4

(next part)
SMILES	S3 lipid droplet	S3 lipid droplet cell count max
CSc1cccc(NC(=O)CCS(=O)(=O)c2cccc3nonc23)c1	?	·
CCc1ccc(NC(=O)C(C)OC(=O)c2ccc(-n3cnnn3)cc2)cc1 (stereo unspecified)	?	·
Cc1ccc2nsnc2c1NC(=O)c1ccc(-c2cc(Cl)ccc2Cl)o1	?	·
COc1ccc(CN2CC(C(=O)NCc3cccc(OC)c3)CC2=O)cc1 (stereo unspecified)	-11%	22
CCC1Oc2ccccc2N(CC(=O)NCC2CCCO2)C1=O (stereo unspecified)	?	·
COc1ccc(NC(=O)CSc2nc3cccnc3n2C)cc1	-3%	0
CS(=O)(=O)N1CCN(c2ccccc2NC(=O)c2ccc([N+](=O)[O-])o2)CC1	-12%	-11
COc1ccc(NC(=O)C2CCCN(C)C2)cc1OCC(C)C (stereo unspecified)	0%	24
CC1CCCCN1C(=O)c1cc2ccccc2cc1O (stereo unspecified)	-4%	5
Nc1ccc2c(c1)C(=O)N(CC1CCCO1)C2=O (stereo unspecified)	i	·
Cc1cccc(C(=O)NCC(=O)OCC(=O)NCCNC(=O)COC(=O)CNC(=O)c2cccc(C)c2)c1	-18%[0.0737 µM]	·
CCCN=C(C)c1c(-c2ccccc2)[nH]n(-c2nc3ccccc3s2)c1=O	-18%	0
CCOc1ccc2nc(NC(=O)CN3CCN(c4ccccn4)CC3)sc2c1	13%	1
CCOc1ccccc1OCC(=O)Nc1ccc2[nH]c(=O)[nH]c2c1	?	·
O=C1CC2CS(=O)(=O)CC2N1C1CCCCC1 (stereo unspecified)	?	·
c1ccc(COC2CCCN(Cc3nc(-c4cnccn4)no3)C2)cc1 (stereo unspecified)	0%	23
O=C(O)CSc1nnnn1C1CCCCC1	-2%	13
Cc1nn(-c2ccccc2)c2nc(N)c(C(N)=O)cc12	9%	28
Cn1c(=O)oc2cc(S(=O)(=O)Nc3ccc4c(c3)OCO4)ccc21	2%	-21
CC(=O)NC1=NN(C(C)=O)C(C)(c2ccc3ccccc3c2)S1 (stereo unspecified)	?	·
Cc1cc(=O)n2[nH]c(SCc3ccccc3Cl)nc2n1	?	·
O=C(Nc1nccs1)c1cncc(Br)c1	?	·
CCCCN(CC)C(=O)Cn1cnc2sc(C)c(S(=O)(=O)N3CCC(C)CC3)c2c1=O	?	·
CCC(=O)NC1(C(F)(F)F)C(=O)Nc2c1c(=O)[nH]c(=O)n2CC(C)C (stereo unspecified)	-6%	5
CCCCn1c(N)c(N(CC(C)C)C(=O)c2ccc(Br)o2)c(=O)[nH]c1=O	?	·

Full records, quoted from the list. Values in the order: S3 lipid droplet	S3 lipid droplet cell count max
COc1ccc(NC(=O)CSc2nc3cccnc3n2C)cc1 as listed: -3%	0
COc1ccc(NC(=O)C2CCCN(C)C2)cc1OCC(C)C (stereo unspecified) as listed: 0%	24
CCCCn1c(N)c(N(CC(C)C)C(=O)c2ccc(Br)o2)c(=O)[nH]c1=O as listed: ?	·

Other compounds.
SMILES	S3 lipid droplet	S3 lipid droplet cell count max
COc1ccc(CCN=C(N)NS(=O)(=O)c2ccc(OC)cc2)cc1	-1%	-8
O=C(OCCOc1cccc(Cl)c1)C1CCN(S(=O)(=O)c2ccccc2)CC1	4%	3
CC(C)(C)NC(=O)NC(=O)CN1C(=O)NC(c2ccccc2)(c2ccccc2)C1=O	?	·
CC(=O)Nc1ccc2c(CSc3nnc(N)s3)cc(=O)oc2c1	-2%	5
CC1CC(C)CN(c2nc(N(C)c3ccccc3)nc(N)c2[N+](=O)[O-])C1 (stereo unspecified)	8%	12
COc1ccc(S(=O)(=O)N2CCC(C(=O)NCCC(=O)Nc3ccc(Cl)cc3)CC2)cc1	i	29
CCOc1ccc(N/C=C/C(=O)c2ccc(C)cc2)c([N+](=O)[O-])c1	?	·
COC(=O)CSc1nc(C)c2c(n1)CCCC2	6%	10
CCN(CC)S(=O)(=O)c1ccc(OC)c(NC(=O)c2cc3c(=O)n4ccccc4nc3s2)c1	4%	-3
CCCCn1c(N)c(Sc2ccccc2)c(=O)[nH]c1=O	i	4
O=c1c(-c2ccc(Cl)cc2)c[nH]n1-c1ccccc1	4%	15
Brc1nc(Br)n(Cc2ccccc2)n1	15%	0
O=C(Nc1ccc(F)cc1)c1nc[nH]c1C(=O)O	-5%	1
CCNS(=O)(=O)c1ccc(CCC(=O)NCc2ccc3c(c2)OCO3)cc1	i	-4
O=C(NC[C@@H]1CCCO1)c1cccc2c1C(=O)c1ccc(Cl)cc1S2(=O)=O	0%	-7
Cc1ccc(S(=O)(=O)NC(=O)COc2ccccc2C)c(C)c1	30%	-10
O=C(Nc1ccccc1)C1CCCCN1S(=O)(=O)c1ccccc1 (stereo unspecified)	?	·
O=C(CCS(=O)(=O)Cc1ccccc1)NCC1CCCO1 (stereo unspecified)	-19%	5
